# TIM10 inh: inhibits growth of TIM10 yeast strain; S. cerevisiae TIM10 strain growth, BacTiter-Glo luminescence, 24 h; inhibition, % at 10 µM; 330,000 tested, 1.4% active;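 active = inhibition of 40% or more at the single tested concentration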;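 also: wild-type TIM10 isogenic control strain grown at permissive 25 °C; 0% = DMSO yeast wells and 100% = minimal medium wells without yeast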
# NALP3 yeast inh: inhibitors of NALP3 inflammasome in yeast; Yeast reconstituted NLRP3/ASC/caspase-1, beta-gal luminescence, 24 h; inhibition, % at 10 µM; 330,000 tested, 0.39% active; AID 2825;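 active = inhibition of 50% or more; inactive = inhibition below 50%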;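 also: plate controls were induced DMSO wells for no effect and uninduced yeast grown without galactose for full effect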
# tim23-1 inh: inhibits growth of tim23-1 mutant yeast; S. cerevisiae tim23-1 growth, BacTiter-Glo luminescence, 24 h; inhibition, % at 20 µM; 330,000 tested, 1.3% active;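 active = growth inhibition of the mutant yeast at or above 50%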;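 also: temperature-sensitive mutant grown at 25 °C; plate controls were DMSO-treated mutant yeast for no effect and medium wells lacking yeast for full effect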
# APJ ag: APJ receptor agonism; P35414; CHO-K1 APJ PathHunter beta-arrestin, luminescence; 0% DMSO wells, 100% apelin; activation, % at 20 µM; 330,000 tested, 0.11% active; AID 2520;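 active = activation more than six SD over the plate average, tested at 20 µM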;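 also: 0% = DMSO alone and 100% = apelin-13 at 10 nM; some results filed as inactive read as strong as hits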
# Target sequence (P35414 whole entry, looked up): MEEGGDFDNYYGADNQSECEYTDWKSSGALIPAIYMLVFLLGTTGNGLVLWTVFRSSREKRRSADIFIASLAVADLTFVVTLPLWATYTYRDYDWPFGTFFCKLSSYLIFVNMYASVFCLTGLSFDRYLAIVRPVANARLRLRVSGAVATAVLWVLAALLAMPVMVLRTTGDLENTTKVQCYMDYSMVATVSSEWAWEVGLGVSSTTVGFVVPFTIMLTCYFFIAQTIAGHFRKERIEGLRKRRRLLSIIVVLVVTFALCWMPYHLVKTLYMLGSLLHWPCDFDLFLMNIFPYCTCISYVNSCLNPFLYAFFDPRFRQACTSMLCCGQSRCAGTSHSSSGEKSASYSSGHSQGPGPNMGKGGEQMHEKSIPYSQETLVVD
#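 Incubation: overnight seeding, 90 min compound at 25 °C, 1 h detection; test system: PathHunter CHO-K1 APJ (AGTRL-1) beta-arrestin reporter cells; amount: 1000 cells/well; doses: one dose, 20 µM compound, 1% DMSO; measured by: beta-gal luminescence; measure: agonist-driven arrestin binding to APJ; benchmarks: negative DMSO alone, positive Apelin-13 at 10 nM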
# tim10-1 inh: inhibits growth of tim10-1 mutant yeast | S. cerevisiae tim10-1 ts strain growth, BacTiter-Glo, 24 h | 330,000 tested, 2.2% active | AID 463190 | inhibition, % at 20 µM;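 active = inhibition of at least 40%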;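 also: mutant grown at 25 °C; 0% = DMSO wells with yeast and 100% = wells holding no yeast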
# NR3A LBD binder: modulates the human NR3A ligand-binding domain. Tm shift relative to glycine control, % at 25 µM. 340,000 tested, 2.5% active. AID 1259313. NR3A LBD differential scanning fluorimetry, Tm shift; 0% = protein alone, 100% = glycine-bound protein;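 active = melting temperature shift of at least 10% of the positive control shift, at one fixed dose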
# MIN6 prolif: induces beta-cell replication in MIN6 cells; MIN6 cells proliferation, ATPlite luminescence, 48 h; cells starved in 0.2% serum; 100% = growth in 10% serum; proliferation, % at 10 µM; 330,000 tested, 0.29% active; AID 2380;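 active = compounds whose signal lies at least 3.5 SD above the mean of all wells on their plate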;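 also: 0% = DMSO-treated cells in low-serum medium and 100% = 10% serum control; some compounds called inactive have numbers as strong as hits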
# APJ antagonist: APJ receptor antagonism; P35414; CHO-K1 APJ beta-arrestin complementation, luminescence; inhibition, % at 20 µM; 330,000 tested, 0.32% active;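 active = inhibition above about 40% at 20 µM, limit read from the data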;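 also: cells challenged with 10 nM apelin-13 agonist together with compound; plate controls were apelin-13 plus DMSO wells for no effect and DMSO wells lacking apelin-13 for full effect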
# MPTP block: blocks calcium-induced mitochondrial swelling; isolated mouse mitochondria, Ca2+ swelling absorbance, 30 min; inhibition, % at 10 µM; 360,000 tested, 1.4% active;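 active = inhibition of 50% or more, scaled per plate between neutral and stimulator controls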;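 also: 0% = DMSO wells given calcium and 100% = 1 mM EGTA wells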
# Active calls of the source: *. The order is random; about 7.2% have a hit in one of these screens.
SMILES,TIM10 inh,NALP3 yeast inh,tim23-1 inh,APJ ag,tim10-1 inh,NR3A LBD binder,MIN6 prolif,APJ antagonist,MPTP block
Cc1ccccc1C(=O)NC1CCN(CC(=O)NC2CCCCC2)CC1,6,0,0,-3,2,0,1,11,-0.4
CS(=O)(=O)N1CCN=C1SCc1ccccc1,-1,16,2,-1,-9,-1,0,12,-1.3
Cc1ccc(N2C(N)=C(C#N)C(c3ccsc3)C3=C2CC(C)(C)CC3=O)cc1 (stereo not drawn),27,7,29,1,29,4,-1,-16,-1.0
COC(=O)c1c(-c2cccs2)csc1NC(=O)CN1CCOCC1,8,19,-3,-3,23,1,2,22,-1.8
Cc1ccccc1NS(=O)(=O)c1ccc(C(=O)NNC(=O)c2ccccc2O)cc1,-7,20,-10,-7,9,-2,-4,-7,-0.9
Cc1cc(Nc2ccccc2)nc(NCc2ccccc2)n1,22,36,14,4,2,-6,-3,-5,90*
COCCNc1ccc(N2C(=O)C3CCCCC3C2=O)cc1[N+](=O)[O-] (stereo not drawn),-2,2,4,-1,7,-118,1,11,3.4
O=C(CC(=O)Nc1ccc(Cl)cc1)N/N=C\c1cccc(F)c1,2,11,0,-1,-8,0,0,16,-0.5
O=C(O)CCC(=O)Nc1sc2c(c1C(=O)NCc1ccccc1)CCCC2,1,11,-9,-3,3,-1,-3,1,0.0
COC(=O)N/N=C\c1ccccc1OC/C=C/c1ccccc1,27,38,47,-3,26,-1,-6,14,-0.7
CC(C)(C)C(=O)Nc1cc(NC(=O)C(C)(C)C)cc(C(=O)Nc2c[nH]c(=O)[nH]c2=O)c1,9,20,14,3,-7,1,-2,10,3.2
CCc1cccc(NC(=O)C2CCCN(S(=O)(=O)c3cccnc3)C2)c1 (stereo not drawn),13,12,13,16,17,2,-4,-8,-1.0
COc1cc(C(=O)NCc2ccc3[nH]c(C)cc3c2)cc(OC)c1OC,9,1,4,-2,16,-1,0,3,-1.0
CCNC(=O)Oc1ccc[nH]c1=O,9,36,4,-4,-44,2,-1,-13,-0.5
Cc1ccc(NS(=O)(=O)N2CCOCC2)cc1,-2,7,5,0,4,-1,-3,4,0.1
O=C(Nc1nnc(-c2cccs2)o1)c1cc(-c2ccccc2)nc2ccccc12,10,11,10,-1,28,-5,-6,-61,-8.6
CCCCN(Cc1ccc(C(=O)N[C@H](C(=O)O)C(C)C)cc1)C(=O)C(c1ccccc1)c1ccccc1,4,-1,13,-4,4,1,0,-7,3.1
CN(C(=O)CSc1ccccc1C(=O)O)C1CCCCC1,8,15,13,-2,12,0,-1,-16,0.1
CCCn1c(CN2CCN(C(=O)OCC)CC2)nc2cc(NC(C)=O)ccc21,-14,16,5,-2,2,0,-6,-10,0.3
CCC(=O)N1CCc2cc(Br)cc(S(=O)(=O)CCC(=O)NCC3CCCO3)c21 (stereo not drawn),-15,-5,9,3,-5,1,-2,-11,-0.8
CC(=O)C1=C(O)C(=O)N(CCCn2ccnc2)C1c1ccc(Cl)cc1 (stereo not drawn),-6,0,-3,-2,2,-1,-2,4,-0.6
Cc1ccc(C(=O)NCCNS(=O)(=O)c2ccccc2)cn1,-2,23,18,-2,13,0,5,22,1.6
CC(C)c1ccc(N(CC(=O)NC2CCCCC2)C(=O)CNC(=O)c2ccco2)cc1,-2,1,13,-2,17,0,-2,8,0.3
Cc1ccc(NC(=O)COc2cccc(-n3cnnn3)c2)cc1S(=O)(=O)N1CCOCC1,7,14,0,0,-10,-3,-3,-19,0.0
Cc1[nH]nc(N=CC2=C(O)CC(c3ccco3)CC2=O)c1-c1ccc(Cl)cc1 (stereo not drawn),21,3,27,-1,25,9,-3,5,-0.9
Cc1noc(NS(=O)(=O)c2ccc(NC(=O)C(F)(F)F)cc2)c1C,-12,11,-3,0,5,1,-3,6,0.3
Cc1ccc(N2C(N)=C(C#N)C(c3cc(CN4CCOCC4)cs3)C3=C2CC(C)(C)CC3=O)cc1 (stereo not drawn),-14,11,23,-3,5,-3,0,-20,-1.1
COc1cc(NC(=O)COC(=O)c2n[nH]c3ccccc23)c(C)cc1[N+](=O)[O-],-10,22,-30,-3,-26,-1,-2,12,0.9
CCOc1ccccc1OCCCC(=O)N(CC)CC(=O)Nc1c(F)cccc1F,10,20,7,1,15,2,0,-55,-0.2
CC(=O)C(Cc1ccccc1)NC(=O)CN(C)Cc1ccccc1Cl (stereo not drawn),22,21,34,1,9,-5,-1,-22,2.5
O=C(COC(=O)CNC(=O)c1ccc(Br)cc1)NCCC1=CCCCC1,12,9,21,-1,15,2,1,1,2.8
CC(C)c1ccc(C(=O)NCCCN2CCOCC2)cc1,-5,7,-11,-7,0,-1,5,9,1.4
COc1ccc(CNC(=O)CCNS(=O)(=O)c2ccc(C)cc2)cc1,-16,10,9,4,6,3,0,12,0.4
O=C(NCCc1ccc(F)cc1)NC12CC3CC(CC(C3)C1)C2,25,11,49,-4,33,-3,0,17,0.5
COc1ccc(-n2nc(C(=O)NCC(=O)Nc3cccc(Cl)c3)c3ccccc3c2=O)cc1,-2,1,-16,0,-21,5,2,7,0.0
O=S(=O)(c1cccc(Cl)c1)N1CCSc2ccccc21,-24,20,11,-3,-4,-1,0,9,-1.6
CC1CC(N(C(=O)c2ccco2)c2ccccc2)c2ccccc2N1C(=O)c1ccco1 (stereo not drawn),16,6,27,-6,27,-3,1,4,2.7
CCCCCCCC(=O)NC1=NC(=O)C(C)(C)S1,24,13,25,-2,26,1,-1,-2,0.7
COCCCNC(=O)CCc1nc2cccnc2n1Cc1ccc(OC)cc1,1,-4,19,3,5,1,-3,20,-2.1
Cc1ccc(C)c(N(CC(=O)NC(C)C)C(=O)CCC(=O)Nc2ccccn2)c1,-1,7,-4,1,-1,0,-3,9,1.2
CCOc1ccccc1-c1nc(-c2ccc(NC(=O)Cc3ccccc3OC)cc2)no1,17,20,-19,-3,6,-3,-3,-1,2.6
C=CCN1C(=O)C(Cc2cccc(Cl)c2)SC1=Nc1ccc(C(=O)O)cc1 (stereo not drawn),-3,-4,-3,-4,20,-1,1,-3,0.7
CCN(c1ccc(NC(=O)COC(=O)c2cccs2)cc1)C(C)C,16,34,13,-3,0,3,0,-8,-0.5
Cc1ccc(S(=O)(=O)N2CCN(c3nccnc3C#N)CC2)cc1,24,30,39,-3,26,-1,1,11,1.0
COc1ccc(CC(NC(C)=O)C(=O)NC2CCN(C(=O)c3ccc(Cl)cc3)CC2)cc1 (stereo not drawn),-4,-4,2,-2,1,1,0,18,0.4
Cc1cccc(NCN2C(=O)C3C4C=CC(C4)C3C2=O)c1 (stereo not drawn),19,10,23,-2,19,1,-1,8,0.8
CC(=O)Nc1ccccc1/C=C/c1ccc2c(C)cc(C)c(O)c2n1,-19,9,-13,-1,18,-4,0,-48,-0.4
COc1ccc(C(=O)Nc2ccc(Cl)cc2C(=O)N2CCCC(C)C2)cc1 (stereo not drawn),24,11,38,-3,20,1,-1,4,-0.4
CC(C)C[C@H](NC(=O)NCCC1=CCCCC1)C(=O)O,0,-14,4,-2,-13,0,2,1,0.8
O=C(CCNC(=O)N1CC(=O)Nc2ccccc21)Nc1cccc(Cl)c1,9,10,-8,-6,-7,-2,-2,8,-0.2
COc1cc(NC(=O)Cn2nc(-c3ccc(F)cc3)ccc2=O)ccc1-n1cnnn1,-13,11,-22,0,-32,-1,3,4,0.0
O=C(N=NC(=O)c1ccco1)c1ccc2c(O)n(N3C(=O)c4ccccc4C3=O)c(O)c2c1,-7,17,12,8,7,-3,0,-2,4.8
Cc1ccc(C)c(-c2nnc(OCC(=O)Nc3cc(C)on3)c3ccccc23)c1,7,2,7,-5,20,-1,0,8,0.5
Cc1ccc(NC(=O)c2c3c(nc4ccccc24)CCC3)cc1S(=O)(=O)N(C)C,4,20,-4,-2,2,1,-2,-7,-1.2
Cc1nnsc1NC(=O)OCc1ccc(C(C)(C)C)cc1,37,10,28,7,38,-2,-6,-7,50
COC(=O)c1ccc(C2/C(=C(\O)c3ccc4c(c3)OCCO4)C(=O)C(=O)N2c2nnc(C)s2)cc1 (stereo not drawn),-4,6,2,4,-3,-5,-2,15,-1.7
CC(=O)Nc1ccc(N(CC(O)Cn2c3ccccc3c3ccccc32)S(=O)(=O)c2ccc(C)cc2)cc1 (stereo not drawn),20,-11,9,-2,28,22*,0,-26,-34
CC(CCl)OC(C)CCl (stereo not drawn),0,-7,11,0,11,0,1,9,-1.4
CS(=O)(=O)Cc1cccc(C(=O)NC2CCSc3ccccc32)c1 (stereo not drawn),-7,13,4,-1,19,-1,1,-2,0.9
Cc1cccc(-c2oc(C)c(C)[n+]2[O-])c1,-9,21,1,-4,7,0,-2,-8,-1.2

# Record cards (already shown).
# CC(C)C[C@H](NC(=O)NCCC1=CCCCC1)C(=O)O is listed as TIM10 inh = 0; NALP3 yeast inh = -14; tim23-1 inh = 4; APJ ag = -2; tim10-1 inh = -13; NR3A LBD binder = 0; MIN6 prolif = 2; APJ antagonist = 1; MPTP block = 0.8
# Cc1nnsc1NC(=O)OCc1ccc(C(C)(C)C)cc1 is listed as TIM10 inh = 37; NALP3 yeast inh = 10; tim23-1 inh = 28; APJ ag = 7; tim10-1 inh = 38; NR3A LBD binder = -2; MIN6 prolif = -6; APJ antagonist = -7; MPTP block = 50
# Cc1cccc(NCN2C(=O)C3C4C=CC(C4)C3C2=O)c1 (stereo not drawn) is listed as TIM10 inh = 19; NALP3 yeast inh = 10; tim23-1 inh = 23; APJ ag = -2; tim10-1 inh = 19; NR3A LBD binder = 1; MIN6 prolif = -1; APJ antagonist = 8; MPTP block = 0.8

# Later entries
SMILES,TIM10 inh,NALP3 yeast inh,tim23-1 inh,APJ ag,tim10-1 inh,NR3A LBD binder,MIN6 prolif,APJ antagonist,MPTP block
CCOC(=O)N1CCN(c2ccc(N3C(=O)CCCC3=O)cc2[N+](=O)[O-])CC1,-11,-6,-4,-6,-3,-2,-1,-1,1.6
O=C1C2=C(C(c3ccccc3)=NCCN2)C(c2cccc([N+](=O)[O-])c2)N1c1ccccc1 (stereo not drawn),5,1,1,-1,3,-1,-3,-9,-0.6
Cc1ccc2cccc(S(=O)(=O)Nc3c(C)n(C)n(-c4ccccc4)c3=O)c2n1,2,-11,17,1,2,0,1,-3,-1.1
Cn1cc(S(=O)(=O)Nc2ccc(Oc3ccccc3)cc2)c(=O)n(C)c1=O,10,4,-8,-3,-13,-5,0,-4,0.1
Cc1nc2cc(CO)ccc2s1,-2,-4,9,-1,-8,2,3,10,11
O=C(Cn1cc(/C=C\[N+](=O)[O-])c2ccccc21)Nc1ccccc1,43*,-4,38,-5,38,0,-6,25,22
CCOc1ccccc1NC(=O)C1CCCN(S(=O)(=O)c2cccc3nsnc23)C1 (stereo not drawn),23,-4,23,5,30,0,0,5,-2.7
C=CCN(C(=O)OC(C)(C)C)S(=O)(=O)NCc1ccccc1,-3,1,26,-2,7,1,9,3,0.5
O=C(COc1nncc2ccccc12)Nc1ccc(Br)cc1F,-14,7,-6,-1,8,1,0,1,0.4
COCc1cc(/C=N\NC(=O)c2ccc(Cl)cc2)ccc1OC,-10,8,7,1,-25,11*,2,-8,5.4
CCOc1ccc(NC(=O)NCc2ccco2)cc1,-7,7,6,-1,-3,1,1,7,2.1
O=S(=O)(Cc1ccccc1)Nc1ccc(S(=O)(=O)NCC2CCCO2)cc1 (stereo not drawn),-14,9,-4,-3,-18,1,-2,-4,0.1
COc1cccc(C(=O)Nc2ccc(N3CCN(S(C)(=O)=O)CC3)cc2)c1,-1,-1,-1,0,0,-10,-1,-15,0.3

# Bioassay records deposited in PubChem BioAssay by Sanford-Burnham Center for Chemical Genomics.
